# ADAM17 inh: ADAM17 inhibitors, primary screen, biochemical, QFRET; recombinant ADAM17, EDANS/DABCYL FRET peptide cleavage; inhibition, % at 6.95 µM; 370,000 tested, 0.83% active; AID 720648, 2013;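 active = inhibition above the mean of compounds lying between control limits plus 3 SD, set per campaign, cut at about 8.5% in these data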;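 also: 0% = DMSO-only wells as the low control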
# PLCg1 inh: PLC-gamma1 enzyme inhibitors, primary screen, biochemical, fluorescence, purified enzyme; 1-phosphatidylinositol 4,5-bisphosphate phosphodiesterase gamma-1 (Homo sapiens), P19174; fluorogenic substrate; inhibition, % at 12.2 µM; 370,000 tested, 0.84% active; AID 720700, 2013; in the data active = inhibition above about 9.5%
# Target sequence (P19174 whole entry, looked up): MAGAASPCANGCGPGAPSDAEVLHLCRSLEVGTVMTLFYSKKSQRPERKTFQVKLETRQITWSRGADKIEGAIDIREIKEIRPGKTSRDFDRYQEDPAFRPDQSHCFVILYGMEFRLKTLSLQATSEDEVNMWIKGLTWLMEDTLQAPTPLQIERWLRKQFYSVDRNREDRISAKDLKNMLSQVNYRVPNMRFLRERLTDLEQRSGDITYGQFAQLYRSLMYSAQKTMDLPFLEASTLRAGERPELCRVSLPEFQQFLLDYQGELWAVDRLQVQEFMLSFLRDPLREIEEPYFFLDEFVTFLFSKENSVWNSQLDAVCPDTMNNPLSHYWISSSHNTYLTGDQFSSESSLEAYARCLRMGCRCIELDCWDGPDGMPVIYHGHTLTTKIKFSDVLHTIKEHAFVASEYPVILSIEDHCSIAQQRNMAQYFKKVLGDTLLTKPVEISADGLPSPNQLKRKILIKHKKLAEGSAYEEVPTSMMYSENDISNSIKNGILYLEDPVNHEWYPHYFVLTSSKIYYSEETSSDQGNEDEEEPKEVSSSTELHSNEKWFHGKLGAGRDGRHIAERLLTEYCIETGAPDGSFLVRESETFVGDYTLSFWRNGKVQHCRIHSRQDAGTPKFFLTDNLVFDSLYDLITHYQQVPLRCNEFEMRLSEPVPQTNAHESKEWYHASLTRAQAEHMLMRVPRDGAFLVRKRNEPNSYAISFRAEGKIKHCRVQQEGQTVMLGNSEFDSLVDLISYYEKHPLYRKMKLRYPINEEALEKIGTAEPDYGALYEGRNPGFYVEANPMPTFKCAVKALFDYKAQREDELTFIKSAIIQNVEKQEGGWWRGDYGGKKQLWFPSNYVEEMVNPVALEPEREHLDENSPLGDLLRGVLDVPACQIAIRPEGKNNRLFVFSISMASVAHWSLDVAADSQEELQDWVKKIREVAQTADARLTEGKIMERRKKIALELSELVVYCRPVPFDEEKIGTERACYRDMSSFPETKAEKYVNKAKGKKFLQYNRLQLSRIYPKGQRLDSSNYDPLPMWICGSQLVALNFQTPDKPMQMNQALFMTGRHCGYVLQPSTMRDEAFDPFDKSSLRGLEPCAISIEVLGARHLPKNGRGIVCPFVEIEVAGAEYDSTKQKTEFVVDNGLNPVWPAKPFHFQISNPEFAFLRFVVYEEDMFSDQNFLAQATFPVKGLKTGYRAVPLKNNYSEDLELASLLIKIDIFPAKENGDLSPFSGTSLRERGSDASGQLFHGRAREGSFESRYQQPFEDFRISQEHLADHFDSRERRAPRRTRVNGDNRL
# PLC-beta3 inh: human PLC-beta3 inhibitors, primary screen, biochemical, fluorescence. 1-phosphatidylinositol 4,5-bisphosphate phosphodiesterase beta-3 (Homo sapiens), Q01970. Purified PLC-beta3, fluorogenic substrate. inhibition, % at 12.2 µM. 370,000 tested, 0.18% active; in the data active = inhibition above about 11%;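 also: 0% = median of compound wells on plate and 100% = full blocker control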
# DAX1 inh-1: DAX1 (NR0B1) inhibitors on StAR promoter, primary screen, cell-based, luminescence, SF-1 (NR5A1), full-length DAX-1. inhibition, % at 6.8 µM. AID 652010, 2013. 370,000 tested, 1.1% active. HEK293T StAR-luciferase reporter, SF-1/DAX-1 repression relief;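 active = inhibition above the mean over all tested compounds plus 3 SD, cut at about 3.6% in these data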;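 also: 0% = DAX-1 cells with DMSO and 100% = cells lacking DAX-1 with DMSO; higher inhibition means more luminescence from relief of DAX-1 repression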
# Rev-erbA mod: modulators of Rev-erb alpha DNA binding, primary screen, biochemical, FITC-DNA, fluorescence polarization, uHTS; Nuclear receptor subfamily 1 group D member 1 (Homo sapiens), P20393; Rev-erbα–FITC-DNA binding, 90 min; activity, % at 10 µM; 370,000 tested, 0.79% active;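 active = activity above about 14%, limit read from the data; passing the limit was not always enough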;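 also: 0% = DMSO wells with 35 nM protein and 100% = DMSO wells with 750 nM protein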
# DAX1 inh-2: DAX1 (NR0B1) inhibitors, primary screen, cell-based, HEK293, Gal4-DAX1, luciferase luminescence; AID 504766, 2011; inhibition, % at 6.75 µM; 340,000 tested, 0.99% active; HEK293 Gal4-DAX1 luciferase reporter; Nuclear receptor subfamily 0 group B member 1 (Homo sapiens), P51843;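 active = inhibition above the mean over all tested compounds plus 3 SD, cut at about 4.2% in these data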;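 also: 0% = DAX1-transfected cells with DMSO and 100% = empty-vector control cells with DMSO; inhibition shows as a rise in luminescence from relieved DAX1 repression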
# ssDAF12 agonist: S. stercoralis DAF-12 nuclear receptor activators, primary screen, cell-based, luminescence, HEK293, GRIP1 co-expression, lit1-tk-luc; Nuclear hormone receptor DAF-12 (Strongyloides stercoralis); HEK293 ssDAF-12/GRIP1 lit1-tk-luc reporter; % of 3 µM dafachronic acid response; activation, % at 6.8 µM; 370,000 tested, 1% active;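 active = activation above the mean over all tested compounds plus 3 SD, cut at about 0.9% in these data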;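 also: 0% = DMSO-only wells and 100% = 3 µM delta7-dafachronic acid wells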
# hcDAF-12 act: H. contortus DAF-12 nuclear receptor activators, primary screen, cell-based, luminescence, HEK293, lit1-tk-luc reporter | HEK293 hcDAF-12 lit1-tk-luc reporter; 0% DMSO, 100% Δ7-dafachronic acid | activation, % at 6.8 µM | 370,000 tested, 1.4% active | AID 652067, 2013;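 active = activation above the mean of all tested compounds plus 3 SD, cut at about 5.5% in these data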;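 also: 100% = response to 3 µM Δ7-dafachronic acid high control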
# hgDAF12 agonist: H. glycines DAF-12 receptor agonists, primary screen, cell-based, luminescence, HEK293, GAL4 fusion, UAS-luciferase | HEK293 GAL4-hgDAF12 UAS-luciferase reporter, agonist luminescence; normalized to butyrate control | activation, % at 6.8 µM | 370,000 tested, 1.8% active | AID 687014, 2013;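 active = activation above a cutoff set at the mean of all screened compounds plus 3 SD, cut at about 10% in these data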;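 also: 0% = DMSO wells and 100% = sodium butyrate wells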
# MBD2 inh: inhibitors of MBD2 binding to methylated DNA, primary screen, biochemical, TR-FRET, DNA-binding domain, human | Methyl-CpG-binding domain protein 2 (Homo sapiens), Q9UBB5 | MBD2 binding to methylated oligonucleotide | inhibition, % at 4.4 µM | 370,000 tested, 0.31% active; in the data active = inhibition above about 13%
# SMARCA2 activ: SMARCA2 (BRM) function activators, primary screen, cell-based, luminescence, high throughput. 370,000 tested, 1% active. activation, % at 9.1 µM. MG213 cells, MMTV-luciferase reporter, dexamethasone, overnight; in the data active = activation above about 7.8%;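 also: 0% = vehicle wells and 100% = reference activator wells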
# Active calls of the source: *; i = inactive; nt = not tested or not shown.
SMILES,ADAM17 inh,PLCg1 inh,PLC-beta3 inh,DAX1 inh-1,Rev-erbA mod,DAX1 inh-2,ssDAF12 agonist,hcDAF-12 act,hgDAF12 agonist,MBD2 inh,SMARCA2 activ
CC(=O)NC(Cc1ccc(C)cc1)C(=O)NC1CCN(C(=O)c2ccc([N+](=O)[O-])cc2)CC1 (centres undefined),-2,3,3,-0.3,4,-1.1,-1.5,0.1,1.3,4,0
COCCCn1c(=S)[nH]c2ccc(N3CCOCC3)cc2c1=O,-64,i,i,-0.4,-6,1.1,-1.4,-0.7,1.2,-6,-2
CCOC(=O)[C@]12CCCC=C1N(CCCOC)C(=O)[C@@H]2CC(=O)N1CCC(c2ccccc2)CC1,-6,-1,1,-0.8,-4,nt,-1.0,-2.7,3.3,-1,-2
CCN(CC)CCn1c(NCc2ccc(C)o2)nc2ccccc21,-5,-16,-20,0.1,-4,0.4,-1.5,-1.5,-1.8,3,-2
Cc1cc(-c2ccc(Cl)cc2Cl)c(C#N)c(=O)[nH]1,-23,-22,-41,-0.2,2,1.9,-1.3,1.1,4.7,2,-3
CCc1ccc2[nH]c(=O)c(C(c3nnnn3Cc3ccc(OC)cc3)N3CCOCC3)cc2c1 (centres undefined),-10,-8,-15,0.6,4,1.8,-1.0,-0.1,-1.1,0,-1
COc1ccc(Cc2nc3ccc(C(=O)NCCSC)cc3o2)cc1,-7,2,-7,0.4,7,1.0,-0.5,2.2,6.5,1,3
N#CC(C(=O)NC1CC1)c1nc2ccccc2nc1N1CCN(C/C=C/c2ccccc2)CC1 (centres undefined),-7,-37,-43,0.1,6,0.0,-0.9,-1.4,0.7,-1,0
Cc1ccc(-c2nc3c4ccccc4ccn3c2CC2CCCCC2)cc1,-8,-6,-14,1.6,-1,nt,2.5*,7.5*,11*,12,0
On1nnc2ccc3ccccc3c21,-5,-7,-8,-0.2,-2,-1.8,-2.0,-2.0,-2.4,-3,-3
COc1cccc(CC(=O)OC(C)C(=O)NCc2ccc3c(c2)OCO3)c1 (centres undefined),-2,-1,-8,-1.2,-2,1.6,-1.2,-0.8,2.0,1,0
Clc1ccc(-c2nnc3n2CCCC3)cc1,0,1,2,0.1,8,2.9,-1.8,-0.8,2.6,3,0
CC(C)c1[nH]nc2c1C(c1cccs1)C(C#N)=C(N)O2 (centres undefined),2,7,3,0.3,0,-0.7,-0.6,2.7,1.2,-3,-2
O=C(NCc1ccccc1)c1ccc2nc(-c3ccco3)c(-c3ccco3)nc2c1,-12,-48,-68,-0.7,-14,0.4,-0.9,-2.5,-0.2,-10,-1
CCCCN(C(=O)c1cc2c(s1)CCC2)c1c(N)n(CCCC)c(=O)[nH]c1=O,-3,-2,-5,0.6,-8,0.0,-1.0,-0.7,-2.1,-1,-1
c1coc(-c2nnc3n2N=C(c2ccc4ccccc4c2)CS3)c1,-2,-1,0,-2.9,-20,nt,-2.0,-3.4,-1.3,2,-4
CO/N=C(\c1nonc1N)N1CCN(c2ccc([N+](=O)[O-])cc2Cl)CC1,1,6,3,-0.6,1,-0.8,-1.2,-1.8,-2.7,-5,-1
CCOC(=O)c1c[nH]c2c(Cl)ccc(Cl)c2c1=O,0,2,-1,-0.3,6,-0.6,-1.3,0.4,1.6,-3,0
NS(=O)(=O)c1ccc(NNC(=O)c2ccc(F)cc2F)cc1,-3,-2,-3,-0.6,-6,nt,-0.6,0.2,0.9,0,-2
CCCCCCCCCCCCN1[C@@H](CC(=O)OC)c2cc(F)cc(F)c2S1(=O)=O,-2,1,1,-0.6,5,1.3,-0.8,-1.4,-0.1,1,0
CCOc1ccc(-c2cc(C(=O)NN=C3CCN(C)CC3)[nH]n2)cc1,-2,-1,0,3.2,-3,0.1,1.1*,6.0*,13*,-4,4
Cn1ccc2c(-c3cccnc3)cc3c(c21)C1CCC3C1 (centres undefined),-8,-101,-147,2.6,0,nt,-1.2,-0.8,-1.1,5,-4
Nn1c(SCc2ccccc2)nc2c(cnn2-c2ccccc2)c1=O,-3,0,0,1.0,-4,0.3,-1.4,1.6,1.9,1,0
CC(C)C[C@H](NC(=O)C1CC(=O)N(c2ccc3c(c2)OCCO3)C1)C(=O)N1CCCCC1 (some centres undefined),1,7,-4,-1.0,-4,0.0,-1.8,-0.6,-0.2,2,-1
CCCCN(C)C(=O)C(Cc1ccccc1)NS(=O)(=O)c1ccc2c(c1)CCC(=O)N2 (centres undefined),1,0,-1,-0.5,-5,0.7,-1.7,0.2,4.7,-1,1
COc1cccc(C(=O)NC(=S)Nc2ccc(Cl)cc2C(=O)O)c1,-36,-11,-33,0.4,1,1.3,-1.1,-1.3,-1.7,1,-4
CCc1c(O)nc(SCC(=O)Nc2ccccc2OC)n(-c2ccccc2C)c1=O,-6,-1,-7,-0.5,-3,-0.1,-0.8,-2.8,-0.3,-4,-4
O=C(NC1CCCN(C2Cc3ccccc3C2)C1)c1ccc(F)cc1Cl (centres undefined),-5,1,-2,0.3,1,0.0,-1.1,2.9,1.4,-3,2
Cc1ccc(CN2CC(N3CCN(Cc4cccc(C)c4)CC3)CS2(=O)=O)cc1 (centres undefined),-2,1,2,-0.2,2,nt,-1.4,-1.3,0.6,-1,0
CSCCC(C(=O)N1C[C@]2(C)C[C@H]1CC(C)(C)C2)N1C(=O)c2ccccc2C1=O (some centres undefined),-5,2,0,0.3,-7,-0.4,-1.5,-1.2,-0.7,1,-3
CCOC(=O)CSc1nnc([C@H](CC(C)C)NC(=O)OC(C)(C)C)o1,-1,1,0,-0.7,-1,-0.1,-0.5,0.4,4.4,-8,2
COC(=O)c1cccc(NC(=O)/C(=C\c2ccccc2)NC(=O)c2ccccc2Cl)c1,-2,1,0,-1.4,3,-1.8,-1.9,-2.3,-1.3,-4,-1
COc1ccc(CN(CCN2CCOCC2)C(=O)c2cccc(F)c2F)cc1OC,0,-1,4,0.2,5,nt,-1.4,0.9,4.2,0,-2
CC1(C)Oc2ccc(C(=O)NN)cc2NC1=O,1,0,-1,0.3,3,0.2,-0.6,-0.9,-1.3,1,-2
COc1ccc(NC(=O)c2ccc(-c3ccc(C)c4ccccc34)o2)cc1,0,-14,-21,0.0,-1,-0.7,-1.1,-0.9,1.8,-1,1
C=CCN1C(=O)[C@@H](CC(=O)NCCCOCCCC)[C@]2(C(=O)OC)CCCCC=C12,-4,3,4,-1.4,-6,nt,-1.6,0.6,1.1,2,-2
CC1CCN(C(=O)CSc2ccc(-c3ccccc3)nn2)CC1,0,1,-2,0.4,-2,0.0,-1.7,-0.9,3.6,1,-2
FC(F)(F)c1cc(NC2CCCCC2)ccn1,-2,1,-1,-0.7,-3,-1.4,-1.4,-1.8,-2.5,-2,-3
CN(C)c1cc[n+](/C(C(=S)Nc2ccc(SC(F)F)cc2)=C(/[O-])c2ccccc2)cc1,-2,0,-8,-0.8,1,-2.2,-1.7,-1.9,-0.2,5,-3
CC(=O)Nc1ccc(S(=O)(=O)Oc2ccc(C=O)cc2)cc1,1,1,3,-0.8,3,0.7,-1.3,0.5,2.3,0,2
CC(C)c1ccc(C2(C)NC(=O)N(CC(=O)NCC3COc4ccccc4O3)C2=O)cc1 (centres undefined),1,-1,-5,-1.1,8,-0.2,-0.7,-0.8,-2.6,-6,-3
C[C@H](CO)N1C[C@H](C)[C@@H](CN(C)C(=O)Nc2ccc(C(F)(F)F)cc2)Oc2ccc(NS(=O)(=O)c3cn(C)cn3)cc2C1=O,-3,-2,2,0.0,-1,0.2,-1.1,-1.5,2.2,1,1
COc1cccc(CN2CCNC(=O)C2CC(=O)NC2Cc3ccccc3C2)c1 (centres undefined),0,1,-3,-0.1,-4,-2.0,-0.1,-2.1,0.5,1,4
COC(=O)c1cccc(NC(=O)CSc2nnc(-c3ccco3)o2)c1,-2,-1,1,0.1,-1,-2.2,-1.2,2.1,1.4,2,1
Cc1cccc(C(=O)OCC(=O)NC(=O)NC2CCCCC2)c1,1,1,-1,-0.3,-3,0.8,-1.5,0.2,-1.6,-5,0
CCC(C)NC(=O)C1CCN(S(=O)(=O)N2CCC3(CC2)OCCO3)CC1 (centres undefined),-4,2,-2,1.3,-10,-0.3,-0.5,-1.2,0.5,6,-3
CCCc1ccc2oc(C(=O)N3CCC(N4CCCC(O)C4)CC3)c(C)c2c1 (centres undefined),-1,-1,-7,-0.2,-1,0.7,-1.0,-2.5,3.8,-3,0

# Part of the list above, with bars between the fields:
canonical_smiles | ADAM17 inh | PLCg1 inh | PLC-beta3 inh | DAX1 inh-1 | Rev-erbA mod | DAX1 inh-2 | ssDAF12 agonist | hcDAF-12 act | hgDAF12 agonist | MBD2 inh | SMARCA2 activ
C=CCN1C(=O)[C@@H](CC(=O)NCCCOCCCC)[C@]2(C(=O)OC)CCCCC=C12 | -4 | 3 | 4 | -1.4 | -6 | nt | -1.6 | 0.6 | 1.1 | 2 | -2
CC1CCN(C(=O)CSc2ccc(-c3ccccc3)nn2)CC1 | 0 | 1 | -2 | 0.4 | -2 | 0.0 | -1.7 | -0.9 | 3.6 | 1 | -2
FC(F)(F)c1cc(NC2CCCCC2)ccn1 | -2 | 1 | -1 | -0.7 | -3 | -1.4 | -1.4 | -1.8 | -2.5 | -2 | -3
CN(C)c1cc[n+](/C(C(=S)Nc2ccc(SC(F)F)cc2)=C(/[O-])c2ccccc2)cc1 | -2 | 0 | -8 | -0.8 | 1 | -2.2 | -1.7 | -1.9 | -0.2 | 5 | -3
CC(=O)Nc1ccc(S(=O)(=O)Oc2ccc(C=O)cc2)cc1 | 1 | 1 | 3 | -0.8 | 3 | 0.7 | -1.3 | 0.5 | 2.3 | 0 | 2
CC(C)c1ccc(C2(C)NC(=O)N(CC(=O)NCC3COc4ccccc4O3)C2=O)cc1 (centres undefined) | 1 | -1 | -5 | -1.1 | 8 | -0.2 | -0.7 | -0.8 | -2.6 | -6 | -3
C[C@H](CO)N1C[C@H](C)[C@@H](CN(C)C(=O)Nc2ccc(C(F)(F)F)cc2)Oc2ccc(NS(=O)(=O)c3cn(C)cn3)cc2C1=O | -3 | -2 | 2 | 0.0 | -1 | 0.2 | -1.1 | -1.5 | 2.2 | 1 | 1
COc1cccc(CN2CCNC(=O)C2CC(=O)NC2Cc3ccccc3C2)c1 (centres undefined) | 0 | 1 | -3 | -0.1 | -4 | -2.0 | -0.1 | -2.1 | 0.5 | 1 | 4

# Screening results from PubChem.
